RSV antiviral HEp-2 – inhibition of RSV-induced cytopathic effect – HEp-2 cells, primary 10 µM value included (AID 2391). CPE inhibition, % at 10 µM, or IC50 in µM where a hit was titrated. hit rate 0.13% among 310,000. HEp-2 cells, RSV-induced CPE inhibition; higher % means a stronger effect; in the data active means a potency from the dose series; inconclusive means CPE inhibition mostly from about 23% at the one dose, without a potency; inactive means the rest, 99 in 100 with CPE inhibition below about 21%; further: strong numbers were not always called active
NS5 inhibitors – flavivirus cap methylation enzyme inhibition – biochemical, confirmation dose response, primary screen (AID 588689); Dengue-2 NS5 methyltransferase capping enzyme assay, biochemical; higher % means a stronger effect; inhibition, % at 25 µM; hits with a dose series show IC50 in µM; hit rate 0.3% among 340,000; in the data active means a potency from the dose series; inconclusive means inhibition above about 29% without an active follow-up result
Autophagy HCS – autophagy modulation, high-content screen; AID 463193; hit rate 0.98% among 190,000; MEF GFP-LC3 puncta imaging; test concentration mostly 10 µM; calls only at 10 µM (by protocol);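 active means percentage of spot-positive cells more than 3 SD above its plate mean, without a fluorescence outlier flag or 80% toxicity; inconclusive means no clear call, values can overlap the other calls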;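 further: spot-positive cell cutoff set from DMSO-treated cells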
AID2073 – inhibitors of Mint1-CaV2.2 protein interaction, biochemical, HTRF (AID 2073) | HTRF protein-protein interaction, Mint1-CaV2.2; higher % means a stronger effect | one-dose inhibition, % at 20 µM; IC50 in µM for titrated hits | hit rate 0.19% among 290,000; in the data active means inhibition mostly above about 51%, no sharp cut-off; inconclusive means no clear call, values can overlap the other calls; inactive means mostly below about 53%; further: some results filed as inactive read as strong as hits
K1F lysis inhibition – inhibition of K1F phage lysis, E. coli UTI89, bacterial capsule biogenesis inhibitors, alamar blue (AID 488966) | E. coli UTI89 K1F phage lysis, alamar blue, 2 h; higher % means a stronger effect | one-dose inhibition, % at 100 µM; IC50 in µM for titrated hits | hit rate 0.02% among 340,000;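 active means phage lysis inhibition, versus mean bacterial control, above a set limit; inconclusive means no clear call, values can overlap the other calls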;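 further: capsule biogenesis inhibitors block K1F phage lysis so surviving cells raise fluorescence; higher fluorescence means more inhibition of phage lysis; actives were called in the ten point dose series up to 300 µM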
GPR35 antagonists – GPR35 antagonists blocking zaprinast-driven arrestin recruitment, primary screen, imaging, U2OS, beta-arrestin-GFP, zaprinast agonist (AID 2058) | hit rate 0.052% among 290,000 | inhibition, % at 10 µM, or IC50 in µM where a hit was titrated | U2OS GPR35 beta-arrestin-GFP translocation imaging, zaprinast antagonism; higher % means a stronger effect;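 active means inhibition of at least 50% with at least 30 cells and total cytoplasm GFP at most 10,000,000; inconclusive means under 30 cells or total GFP of 10,000,000 plus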
NTR1 agonist – agonists of NTR1, primary screen, imaging, U2OS cells, beta-arrestin-GFP, high content (AID 493036); P30989; NTR1-U2OS beta-arrestin-GFP spot imaging, agonist mode; activation, % at 20 µM; hit rate 0.17% among 330,000;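 active means activation at or above 40% of the spot to cytoplasm intensity ratio, with at least 20 cells analyzed; inconclusive means wells under 20 cells, flagged as cytotoxic or low count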;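 further: 0% = DMSO without peptide and 100% = 100 nM NTR1 peptide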
Target sequence (P30989 whole entry, looked up): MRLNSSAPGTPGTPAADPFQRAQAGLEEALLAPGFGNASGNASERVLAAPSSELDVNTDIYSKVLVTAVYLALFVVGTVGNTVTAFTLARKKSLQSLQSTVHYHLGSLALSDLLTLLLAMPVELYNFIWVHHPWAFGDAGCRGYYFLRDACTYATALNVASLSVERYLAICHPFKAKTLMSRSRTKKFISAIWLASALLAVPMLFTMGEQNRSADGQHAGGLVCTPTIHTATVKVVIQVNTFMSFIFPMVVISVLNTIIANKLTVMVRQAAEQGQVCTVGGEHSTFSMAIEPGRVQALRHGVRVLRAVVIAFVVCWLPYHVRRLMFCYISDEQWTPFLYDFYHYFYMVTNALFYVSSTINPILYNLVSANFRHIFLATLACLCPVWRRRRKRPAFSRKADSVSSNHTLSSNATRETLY
LYP phosphatase – PTPN22 lymphoid phosphatase activity blockers – biochemical, fluorescence intensity, uHTS (AID 1779); hit rate 0.054% among 290,000; inhibition, % at 11.5 µM, or IC50 in µM where a hit was titrated; recombinant LYP phosphatase, fluorescence intensity; higher % means a stronger effect; in the data active means inhibition above about 50%;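 further: plate controls were vehicle with enzyme for no effect and no enzyme for full effect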
WT yeast gro inh – growth inhibition of WT yeast, mitochondrial fusion screen; mitochondrial fusion phenotypic screen, WT strain; inhibition, % at 10 µM; hit rate 2.1% among 190,000; AID 1362; in the data active means inhibition above about 58%; tested in S. cerevisiae
WT yeast gro inh mutant strain – also measured in WT yeast gro inh; calls as there; inhibition, %; mitochondrial fusion phenotypic screen, mutant strain inhibition
Autophagy HCS cell loss 18 h – further read-out of Autophagy HCS, marked with its call; toxicity, %; measured here: cell loss, nuclei count;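 cell loss after 18 h compound exposure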
NTR1 agonist cell count 20 µM – also measured in NTR1 agonist; calls as there; cell count; measured here: cell count, cytotoxicity flag
NS5 inhibitors pilot replicate – second read-out of NS5 inhibitors, no call of its own (marks repeat the call); inhibition, %; measured here: pilot screen replicate inhibition
Active calls of the source: *; i = inactive; ? = inconclusive; . = no result given; [ ] = dose if it differs, or a comment.

SMILES	RSV antiviral HEp-2	NS5 inhibitors	Autophagy HCS	Autophagy HCS cell loss 18 h	AID2073	K1F lysis inhibition	GPR35 antagonists	NTR1 agonist	NTR1 agonist cell count 20 µM	LYP phosphatase	WT yeast gro inh	WT yeast gro inh mutant strain	others
Cc1cc(C)c2c(-n3cccc3)c(NC(=O)OCc3ccccc3)sc2n1	2.5%	.	i	25	17%	0.2%	-2%	5.7	38	5%	5	3
O=C1CC(SC2=NCCS2)C(=O)N1c1cccc(Cl)c1Cl (stereo not given)	-0.3%	-10%	i	1	10%	0.2%	-8%	0.2	35	-3%	4	3
Cc1noc(C)c1COC(=O)c1cccc(S(=O)(=O)N2c3ccccc3CC2C)c1 (stereo not given)	12%	-2%	i	-9	-2%	8.1%	0%	-1.5	67	-8%	8	-40
COc1ccc(C(=O)/C=C/c2ccccc2)c(O)c1	3.5%	-13%	i	1	1%	0.7%	16%	10	90	3%	21	22
CCOC(=O)N/N=C(/C)c1ccc([N+](=O)[O-])o1	-0.7%	-1%	i	8	0%	-0.6%	-9%	6.8	52	-3%	-16	-12
COc1ccc(CNCCC2(Cc3ccccc3)CC(C)N(C)CC2C)cc1OC (stereo not given)	-2.2%	-6%	i	0	-1%	-0.1%	8%	1.3	46	-2%	3	-15
O=C(c1cccs1)N1CCC(c2nc3c(nnn3Cc3c(Cl)cccc3Cl)c(=O)[nH]2)CC1	0.5%	3%	.	.	10%	-0.1%	-14%	0.0	45	-4%	.	.
Cc1c(C(=O)NCCN2CCCC(O)C2)oc2c(F)cccc12 (stereo not given)	0.7%	-7%	.	.	8%	1.7%[50 µM]	8%	0.1	62	-9%	.	.
CCOC(=O)c1cccc(NC(=O)Cn2c(CC(=O)N3CCCC3)nc3ccccc32)c1	.	.	i	-4	23%	.	6%	-0.7	84	8%	30	11
CCCCCCCCCS(=O)(=O)Nc1cc(C)ccn1	0.7%	3%	i	15	-6%	3.7%	-1%	2.0	43	-3%	7	-19
CCC(CC)=N/N=C/c1c(O)n(CC)c2cc(C3=NNC(=O)CC3)ccc12	1.3%	-20%	i	0	17%	0.8%	6%	1.3	53	-12%	-8	-1
CC(=O)c1ccc(N2CCN(C(=O)c3ccc(OCc4c(C)noc4C)cc3)CC2)cc1	0.3%	1%	i	-2	6%	0.1%	0%	0.6	72	3%	1	22
Cc1ccc2[nH]c(=O)c(CN(Cc3cccnc3)Cc3nnnn3CCN3CCOCC3)cc2c1	1.4%	-1%	i	10	10%	0.9%	-16%	1.0	58	0%	7	19
O=C(CCC(=O)OCc1cccc([N+](=O)[O-])c1)Nc1ccc(F)cc1	1.0%	9%	i	12	3%	-0.1%	-16%	-0.3	97	-12%	14	9
CC(C)CN1C(=O)c2ccc(NC(=O)c3ccccc3F)cc2C1=O	2.6%	2%	i	-7	14%	1.1%	1%	-0.1	56	1%	-2	-11
O=C(COC(=O)c1ccccc1O)Nc1cc([N+](=O)[O-])ccc1Cl	1.5%	-5%	.	.	8%	-0.1%	8%	0.7	57	-5%	.	.
C[C@H](NC(=O)c1[nH]cnc1C(=O)Nc1ccc(CNC(=O)OC(C)(C)C)cc1)C(=O)OCc1ccccc1	19%	2%	.	.	17%	0.9%	-6%	32	104	6%	.	.
NCc1nc(-c2ccc(Cl)cc2)no1	1.0%	-4%	i	23	21%	0.2%	-3%	-1.5	90	-6%	15	24
Cc1ccc(OCc2ccc(C(=O)NN)o2)cc1C	.	-5%	.	.	5%	-0.9%	-2%	2.7	44	-1%	.	.
CNc1ccc(Br)cc(C(=O)/C=C/c2cccc(OC)c2)c1=O	-3.9%	-1%	i	33	6%	-3.1%	-12%	4.8	92	-5%	-11	10
C1=CCC(CN2CCNCC2)CC1 (stereo not given)	0.7%	5%	i	0	-8%	1.2%	19%	0.2	50	-6%	2	13
COc1ccc(CSC2=CS(=O)(=O)c3ccccc3N2)cc1	2.0%	-11%	i	-28	9%	0.2%	-19%	2.1	34	-8%	7	3
CCCc1ccc(C(=O)[C@@H]2[C@@H](C(C)=O)N3c4ccc(F)cc4C=C[C@@H]3[C@@]23C(=O)Nc2ccccc23)cc1	1.3%	-2%	.	.	-2%	-0.4%	2%	6.2	61	-3%	.	.
COc1ccc2c(c1)CCc1c(C(=O)Nc3c(C)n(C)n(-c4ccccc4)c3=O)noc1-2	0.8%	-5%	i	17	0%	1.0%	1%	1.3	50	-4%	-9	-13
O=c1oc2ccccc2c2c1ncn2CCN1CCOCC1	1.0%	-1%	i	-5	0%	0.2%	7%	1.0	80	-4%	-13	2
CCOC(=O)c1oc2ccccc2c1CN1CCN(C)CC1	2.1%	-9%	i	7	-1%	0.0%	8%	-1.0	29	-5%	-2	-10
C=CCNc1nnnc2c1sc1nc(N3CCOCC3)c3c(c12)CCCC3	-0.2%	2%	.	.	17%	0.1%	6%	3.4	51	-2%	.	.
COc1ccc(C)c2sc(N(CCN(C)C)C(=O)c3cccc(N4C(=O)CCC4=O)c3)nc12	-2.1%	1%	.	.	.	1.6%[50 µM]	.	-0.5	51	.	.	.
Cc1cccc(CN2CCN(C(=O)c3cccc4ccccc34)CC2)c1	15%	-1%	.	.	4%	0.0%	-1%	0.9	67	-7%	.	.	NS5 inhibitors pilot replicate=2.4
COc1ccccc1NC(=O)Nc1nnc(CC(=O)Nc2cccc(C)c2)s1	1.8%	1%	.	.	11%	0.4%	13%	1.1	63	-8%	.	.
Cn1c(=O)c2c(nc(Br)n2Cc2ccccc2Cl)n(C)c1=O	10%	2%	i	1	1%	0.2%	0%	-0.8	74	1%	-19	-8
CCOC(=O)N1CCN(C(=O)c2ccc3c(c2)N(CC)CCS3)CC1	2.4%	0%	i	1	10%	-0.1%	9%	14	89	-7%	17	7
CC1CCN(CCCn2c(SCC(=O)NC3CCCC3)nc3ccccc3c2=O)CC1	0.5%	-9%	.	.	4%	0.0%	16%	-0.3	41	-9%	.	.
FC(F)(F)c1nnc(-c2ccccc2)nc1Oc1ccccc1	1.7%	-7%	i	18	-6%	-0.2%	11%	6.8	80	15%	-13	-15
O=C(Nc1ccccc1C(F)(F)F)c1cc2ncc(CCCl)cn2n1	1.4%	-9%	i	1	14%	-11%	-2%	1.5	59	-4%	-5	-10
Cc1ccccc1N1CC2=C(C1=O)C(c1ccccc1)NC(=O)N2C (stereo not given)	.	-3%	.	.	6%	-1.5%	6%	1.6	70	-6%	.	.
CCC1=C(OC(=O)N(CC)CC)N2C(=O)OC(=NCc3ccccc3)[C@]2(C)[C@H]2C1=CC[C@H]1C(=O)N(c3ccccc3)C(=O)[C@H]12	1.4%	4%	.	.	-2%	3.8%	4%	-0.5	45	3%	.	.
C(=C\c1nc(N2CCCCCC2)c2ccccc2n1)/c1ccccc1	9.2%	0%	i	18	3%	0.9%	14%	42*	55*	-1%	73	81
Cc1[nH]c2ccccc2c1C(=O)CN1CC(C)OC(C)C1 (stereo not given)	-1.4%	.	.	.	-8%	.	8%	0.1	53	-2%	.	.
CC(=O)N/C(=C/c1cccnc1)C(=O)Nc1ccc(Cl)cc1	-0.1%	2%	.	.	.	-1.2%	.	-1.9	89	.	.	.
Fc1cccc(NC(=S)N2CCc3ccccc32)c1	0.9%	-5%	.	.	-24%	0.0%	5%	0.7	52	-11%	.	.
Cc1ccc(SCc2cn3cccnc3n2)cc1	0.9%	-6%	i	-1	18%	0.1%	21%	0.3	60	-5%	32	42
COC(=O)N/N=C/c1ccc(-c2ccccc2Cl)o1	-3.0%	3%	.	.	12%	1.7%	-1%	-1.2	37	-4%	.	.
Cc1cc(C(=O)N2CCOCC2)ccc1[N+](=O)[O-]	-0.3%	-4%	i	5	12%	0.4%	14%	0.5	58	-9%	-25	18
CCC(C)C(=O)Nc1nc(-c2ccc3c(c2)NC(=O)CO3)cs1 (stereo not given)	?	-6%	i	0	-25%	-0.8%	15%	1.8	101	-5%	6	-10
Cc1cccc(C)c1OC(=O)CN(c1ccc(Cl)cc1)S(C)(=O)=O	3.7%	0%	i	-2	-5%	-0.3%	2%	0.8	77	8%	-20	-8
Cc1nc(CNS(=O)(=O)c2cc(C)c(C)cc2C)cs1	0.6%	6%	i	-4	0%	0.4%	1%	-0.2	55	-3%	-1	2
O=C(O)/C=C/C(=O)N1CCN(Cc2ccc3c(c2)OCO3)CC1	0.9%	-5%	.	.	9%	0.0%	8%	0.1	80	-9%	.	.

Retrieved by compound from the entries so far (two):
SMILES	RSV antiviral HEp-2	NS5 inhibitors	Autophagy HCS	Autophagy HCS cell loss 18 h	AID2073	K1F lysis inhibition	GPR35 antagonists	NTR1 agonist	NTR1 agonist cell count 20 µM	LYP phosphatase	WT yeast gro inh	WT yeast gro inh mutant strain	others
O=c1oc2ccccc2c2c1ncn2CCN1CCOCC1	1.0%	-1%	i	-5	0%	0.2%	7%	1.0	80	-4%	-13	2
CCOC(=O)c1oc2ccccc2c1CN1CCN(C)CC1	2.1%	-9%	i	7	-1%	0.0%	8%	-1.0	29	-5%	-2	-10

(continued)
SMILES	RSV antiviral HEp-2	NS5 inhibitors	Autophagy HCS	Autophagy HCS cell loss 18 h	AID2073	K1F lysis inhibition	GPR35 antagonists	NTR1 agonist	NTR1 agonist cell count 20 µM	LYP phosphatase	WT yeast gro inh	WT yeast gro inh mutant strain	others
O=C(CSc1nc(-c2ccccc2)cc(=O)[nH]1)Nc1ccccn1	0.6%	-6%	i	-7	-4%	6.4%[50 µM]	9%	0.8	49	2%	4	6
Cc1cccc(NC(=O)c2ccccc2C(=O)Nc2cccc(C)c2)c1	0.3%	1%	.	.	.	4.1%	.	-0.5	57	.	.	.
CCOc1ccc(NC(=O)CN2CCN(C(=O)C3CCCO3)CC2)cc1 (stereo not given)	1.0%	-7%	.	.	4%	-0.1%[50 µM]	1%	-0.1	56	-8%	.	.
CCn1cc(C(=O)O)c(=O)c2cnc(N3CCN(C(=S)NC(=O)c4ccc(Cl)cc4Cl)CC3)nc21	8.8%	0%	.	.	1%	0.0%	0%	1.2	48	2%	.	.
COc1ccc(CCC(=O)NNC(=S)NCc2ccc(F)cc2)cc1	-1.0%	-4%	i	-15	-16%	0.1%	18%	2.5	44	-10%	-7	-8
CCCS(=O)(=O)N1CCC(C(=O)NCCCN(CC)c2cccc(C)c2)CC1	0.5%	1%	i	2	3%	0.2%	20%	1.3	53	4%	0	-7
CCC(C)N=CC1=C(O)C(C(=O)OC)C(C)(C)CC1=O (stereo not given)	1.2%	-5%	i	-3	1%	0.4%	0%	0.8	51	-4%	-23	-16
COCCNC(=O)CSc1nc2ccccc2c2nc(C)nn12	1.0%	1%	i	-1	5%	-0.2%	1%	0.9	73	-8%	-28	-1

Screening results: PubChem, several laboratories
